tuberculosis growth: growth inhibition of non-replicating M. tuberculosis (AID 488890); actives 0.39% (n = 320,000); one-dose inhibition, % at 25 µM; IC50 in µM for titrated hits; Mycobacterium tuberculosis non-replicating, growth inhibition; higher % means a stronger effect; in the data active = a potency from the dose series;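 note: plate controls were DMSO cells for no effect and high antibiotic wells for full effect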
influenza NS1A: NS1A inhibition, H1N1 influenza, cell based functional assay (AID 504329); NS1A functional cell-based assay, percent inhibition; higher % means a stronger effect; inhibition, % at 12.5 µM, or IC50 in µM where a hit was titrated; actives 0.3% (n = 340,000); in the data active = a potency from the dose series; note: strong numbers were not always called active
H37Rv inhibition: M. tuberculosis growth inhibition, HTS (AID 449762) | M. tuberculosis H37Rv growth inhibition, 7H9 media; higher % means a stronger effect | one-dose inhibition, % at 25 µM; IC50 in µM for titrated hits | actives 0.59% (n = 330,000); in the data active = a potency from the dose series;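 note: bacterial growth assessed after seven days of incubation; strong numbers were not always called active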
inhibitors of VEEV: inhibitors of VEEV TC-83 cytopathic effect, confirmation, Vero cells (AID 588727); Vero cells, VEEV TC-83 cytopathic effect inhibition; higher % means a stronger effect; actives 0.13% (n = 350,000); inhibition, % at 20 µM, or IC50 in µM where a hit was titrated; in the data active = a potency from the dose series; note: strong numbers were not always called active
PhoP GFP inhibition: Inhibition of PhoP regulon, Salmonella typhi GFP reporter cells, confirmation, 4 h (AID 1850) | inhibition, % at 50 µM; hits with a dose series show IC50 in µM | Salmonella Typhi PhoP-promoter GFP reporter, fluorescence, 4 h; higher % means a stronger effect | actives 0.33% (n = 310,000); in the data active = a potency from the dose series;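 note: 0% = induced wells with vehicle and 100% = uninduced wells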
inhibitors of VEEV 10K pilot screen: second read-out of inhibitors of VEEV, no call of its own (marks repeat the call); inhibition, %; measured here: 10K pilot screen inhibition
Starred values were filed as active, the others as inactive; i = inactive; / = no result given. An unsorted share of the library; any-hit rate near 1.5%.

SMILES	tuberculosis growth	influenza NS1A	H37Rv inhibition	inhibitors of VEEV	PhoP GFP inhibition	others
N=c1sccn1CC(=O)Nc1ccc(S(N)(=O)=O)cc1	24.4%	-9.1%	7.5%	3.0%	5.7%
O=C1/C(=C\c2ccco2)SC(=S)N1C1CCCCC1	24.8%	/	6.7%	/	-2.9%
Cc1c(Cl)sn(-c2ccc(Cl)cc2)c1=O	/	-6.9%	/	i	/	inhibitors of VEEV 10K pilot screen=0.0
O=c1c2ccc([N+](=O)[O-])cc2ncn1CCOc1cccc(Br)c1	-0.7%	-20.2%	3.7%	8.9%	1.9%
CC(C)(C)c1cc(C(=O)NNC(=O)Nc2cccc(Cl)c2)n(Cc2ccccc2)n1	20.3%	-15.8%	-5.4%	2.4%	6.4%
COc1cc(C2(O)CCCCC2C)cc(OC)c1OC (centres undefined)	-7.8%	-0.9%	7.2%	0.8%	0.6%
O=C(COC(=O)c1cc(Cl)ccc1Cl)Nc1ccc2[nH]c(=O)[nH]c2c1	-11.1%	1.7%	-3.4%	1.6%	-3.8%
COc1ccc(C(=O)NCC(c2cccs2)N2CCOCC2)cc1OC (centres undefined)	1.8%	-8.2%	-9.1%	0.9%	/
COCCn1c(SCC(=O)Nc2ccc3c(c2)CCC3)nc2ccccc2c1=O	-7.5%	-15.9%	3.9%	0.2%	-1.5%
COc1ccc(CN2CCNC(=O)C2CC(=O)N(C)CCC2CCOCC2)cc1OC (centres undefined)	-12.1%	-4.8%	-0.5%	2.4%	6.3%
Cc1cccc(C(=O)OCC(=O)NC(C)CCc2ccccc2)c1 (centres undefined)	40.7%	-2.7%	-2.1%	i	5.4%
CCCCOc1cccc(OCCCC)c1C(=O)Nc1cc(C)on1	31.8%	-10.8%	65.7%	i	-3.9%
CC1(C)CC(NC(=O)CCC2CCCC2)CC(C)(C)N1	-1.8%	9.4%	-2.3%	1.2%	6.7%
COc1ccc(NC(=O)CS(=O)c2cccc(C(F)(F)F)c2)cc1 (centres undefined)	-6.5%	-4.7%	-8.3%	0.6%	-5.8%
COc1ccc(C(=O)OC(C)CN2CCOCC2)cc1 (centres undefined)	-2.7%	-20.2%	-1.8%	1.8%	-1.2%

Looked up one by one from the list above:
SMILES	tuberculosis growth	influenza NS1A	H37Rv inhibition	inhibitors of VEEV	PhoP GFP inhibition	others
O=C(COC(=O)c1cc(Cl)ccc1Cl)Nc1ccc2[nH]c(=O)[nH]c2c1	-11.1%	1.7%	-3.4%	1.6%	-3.8%
O=c1c2ccc([N+](=O)[O-])cc2ncn1CCOc1cccc(Br)c1	-0.7%	-20.2%	3.7%	8.9%	1.9%

Additional records:
SMILES	tuberculosis growth	influenza NS1A	H37Rv inhibition	inhibitors of VEEV	PhoP GFP inhibition	others
Cc1cc(SCC(=O)Nc2cccc(S(=O)(=O)NC3=NCCCCC3)c2)c(C)cc1Br	16.9%	-2.9%	-0.2%	5.2%	-0.9%
C[C@@]12C(=O)Nc3ccc(F)cc3C(=O)N1[C@H]1c3cc(Br)ccc3OC[C@@H]1[C@@H]2c1ccccc1	/	-1.1%	17.9%	5.3%	/
COC(=O)c1ccc2c(c1)C(=O)/C(=C/c1ccc(O)cc1)O2	0.6%	-8.7%	-11.6%	0.8%	-6.5%
CCC(C)(C)NC(=O)CCn1c(-c2ccccc2)cc(C(C)=O)c1C	5.2%	-3.6%	2.7%	i	-3.8%
Cc1ccc(CN(C)C(=O)COc2ccc(S(=O)(=O)N3CCCC3)cc2[N+](=O)[O-])c(C)c1	29.5%	3.7%	5.8%	7.8%	/
Cc1cccc(NC(=O)NNC(=O)c2ccc3ccccc3c2)c1	-10.8%	-11.2%	-3.9%	8.0%	-5.4%
CCOC(=O)c1[nH]c2c(c1-c1ccccc1)C(=O)CC(c1ccccc1)C2 (centres undefined)	3.9%	-6.1%	3.2%	0.2%	5.8%
CC(C)(C)C(=O)COC(=O)c1c2c(nc3ccccc13)CCC2	18.1%	11.8%	28.8%	1.7%	2.3%
CCCCCCC1NC(C(=O)O)CS1 (centres undefined)	-13.9%	7.4%	-7.3%	0.8%	-8.4%
COC(C(=O)Nc1ccnn1C1CCN(C(=O)c2cccc(F)c2)CC1)c1ccccc1 (centres undefined)	14.5%	-4.2%	-4.7%	i	-7.8%
Cc1ccc2ncnc(Nc3ccc(C)c(C)c3)c2c1	17.8%	-2.9%	-3.0%	0.5%	-12.4%
Cc1ccc2c(c1)nnn2C1CCN(CC(=O)NNC(=O)c2ccco2)CC1	-4.7%	-8.1%	-5.7%	0.2%	5.9%
C=CCOC(=O)C(C#N)c1nc2ccccc2nc1N1CCN(Cc2ccccc2)CC1 (centres undefined)	21.3%	8.5%	5.8%	2.5%	-9.7%
COc1ccc(Br)cc1/C=N/NC(=O)c1cc(OC)c(OC)c(OC)c1	8.4%	-3.1%	-3.9%	0.1%	-0.2%
CC(=O)/C(=N/Nc1ccccc1)Sc1nnc(CCc2ccccc2)n1-c1ccccc1	1.0%	11.3%	7.5%	i	-6.5%	inhibitors of VEEV 10K pilot screen=0.1
CCOC(=O)c1c(-c2ccccc2)oc2ccc(OCC(=O)NNC(=O)CCC(=O)O)cc12	12.3%	-15.5%	-5.2%	2.3%	3.4%
CC1=C(C(=O)N2CCCCCC2)C2(CCC(C)CC2)OC1=O (centres undefined)	-3.2%	5.6%	-1.7%	0.7%	-0.5%
COc1ccccc1N(CC(=O)NCc1ccco1)S(C)(=O)=O	9.9%	-0.3%	-2.4%	0.5%	2.1%
COc1ccc(N2CCN(C(=S)Nc3ccc(OC)cc3OC)CC2)cc1	18.2%	20.1%	8.3%	0.7%	-6.5%
O=C(Nc1ccccc1F)c1cc(C(=O)Nc2ccccc2F)cc([N+](=O)[O-])c1	/	-4.4%	-0.4%	i	1.7%
NS(=O)(=O)c1ccc(NC(=O)c2ccc(CSc3ccccc3)o2)cc1	-11.1%	-0.2%	1.1%	0.2%	-4.7%
CC1CN(C(C)C)C(=S)N(c2ccccc2)C1=O (centres undefined)	/	-2.0%	/	5.5%	/
CCOc1ccc2c(c1)nc(SCC(=O)c1ccc(Br)s1)n2C	59.3%	19.2%	-12.2%	3.2%	-25.0%	inhibitors of VEEV 10K pilot screen=6.5
CC1(C)CC(=O)C(C=NCCN2CCN(C3CC(=O)N(c4ccc(Cl)c(Cl)c4)C3=O)CC2)=C(O)C1 (centres undefined)	35.8%	0.8%	-2.0%	1.1%	3.9%
CCOC(=O)N1CCN(S(=O)(=O)c2c[nH]c(C(=O)OC)c2)CC1	0.5%	0.9%	-0.3%	1.4%	-18.7%
CCN(c1ccccc1)S(=O)(=O)c1ccc(C(=O)Nc2cccc(NC(C)=O)c2)cc1	34.3%	-4.3%	-1.3%	7.0%	/
CCCCN1Cc2ccccc2Oc2cc(Br)ccc2S1(=O)=O	/	-14.9%	/	i	/
COCCn1c(SCC(=O)Nc2ccc(OC)c(S(N)(=O)=O)c2)nc2ccccc2c1=O	-5.8%	-9.3%	13.8%	0.2%	-3.7%
COc1cc(-c2ccc3oc(-c4cccc(C)c4)c(C#CC4(O)CCCCC4)c3c2)cc(OC)c1OC	15.8%	13.4%	39.5%	3.7%	/
Cn1c(CSc2ncccn2)nnc1SCC(=O)N1CCCc2ccccc21	2.6%	-3.8%	3.5%	0.9%	1.5%
Cn1nnnc1SCC(=O)Nc1ccc(S(=O)(=O)N2CCOCC2)cc1	3.0%	2.5%	7.0%	0.5%	8.3%
CCCCCN(C(=O)CCC(=O)OC(C)C(=O)c1ccccc1)c1c(N)n(CCCC)c(=O)[nH]c1=O (centres undefined)	-3.5%	-10.6%	-0.8%	2.6%	11.2%
O=C(CN1CCN(Cc2ccccc2F)C1=O)NC1CCCC1	-19.4%	2.4%	-23.2%	12.2%	-0.1%
Cc1ccc(OCC(=O)NC2CCCc3ccccc32)c(C)c1 (centres undefined)	34.4%	4.7%	8.5%	0.6%	-21.4%
CCOc1ccc(NC(=O)CN(C)C(=O)c2csc3c2CCCC3)cc1OCC	21.7%	-10.0%	-2.3%	0.6%	/
NCC(=O)NNC(=O)OCC1c2ccccc2-c2ccccc21	-5.3%	0.6%	-8.0%	0.9%	-4.6%
Cc1cc(C)cc(N=C(NO)c2cccc([N+](=O)[O-])c2)c1	11.1%	1.0%	5.0%	5.1%	2.6%
CCSc1nc2sc3c(c2c2[n+]1CC(CBr)O2)CCCC3 (centres undefined)	20.8%	/	4.3%	1.2%	0.2%
CCN1CCN(C(=O)NC(c2ccc(C)c(F)c2)C(Cl)Cl)CC1 (centres undefined)	7.8%	-4.3%	-1.2%	1.7%	-1.5%
Cc1ccc(-c2cc(C(=O)N/N=C/C=C/c3ccccc3)n[nH]2)o1	60.2%	6.0%	38.1%	5.5%	-5.5%
Cc1ccc(NC(=O)CN2C(=O)N/C(=C/c3cc(C)n(-c4ccc(C(=O)O)cc4)c3C)C2=O)cc1	/	13.6%	/	1.4%	/
CCOc1ccc(N(C)S(=O)(=O)c2ccc(C)c(C(=O)OCC(=O)c3c[nH]c4ccccc34)c2)cc1	6.8%	-8.8%	3.2%	1.9%	-0.7%
COc1ccc(C2=NN(C(=O)c3ccccc3)C(c3ccc(OC)c(OC)c3)C2)c(O)c1 (centres undefined)	/	4.7%	/	2.0%	/
Cc1cc(NS(=O)(=O)c2ccc(NC(=O)C(c3ccccc3)c3ccccc3)cc2)no1	31.7%	-12.4%	-3.4%	i	6.1%
O=C(Nc1nnc(C23CC4CC(CC(C4)C2)C3)s1)c1ccc(N2C(=O)CCC2=O)cc1	/	0.0%	2.4%	0.5%	-7.0%

Five structures already listed, sorted by SMILES length, ascending:
SMILES	tuberculosis growth	influenza NS1A	H37Rv inhibition	inhibitors of VEEV	PhoP GFP inhibition	others
CCSc1nc2sc3c(c2c2[n+]1CC(CBr)O2)CCCC3 (centres undefined)	20.8%	/	4.3%	1.2%	0.2%
CCN1CCN(C(=O)NC(c2ccc(C)c(F)c2)C(Cl)Cl)CC1 (centres undefined)	7.8%	-4.3%	-1.2%	1.7%	-1.5%
CCOc1ccc(NC(=O)CN(C)C(=O)c2csc3c2CCCC3)cc1OCC	21.7%	-10.0%	-2.3%	0.6%	/
Cc1cc(NS(=O)(=O)c2ccc(NC(=O)C(c3ccccc3)c3ccccc3)cc2)no1	31.7%	-12.4%	-3.4%	i	6.1%
COc1ccc(C2=NN(C(=O)c3ccccc3)C(c3ccc(OC)c(OC)c3)C2)c(O)c1 (centres undefined)	/	4.7%	/	2.0%	/

The results go on.
SMILES	tuberculosis growth	influenza NS1A	H37Rv inhibition	inhibitors of VEEV	PhoP GFP inhibition	others
[O-]/C(=C(\C(=S)Nc1ccccc1F)[n+]1ccccc1)c1ccc(-c2ccccc2)cc1	15.6%	2.3%	1.2%	1.8%	7.2%
Cc1ccn(-c2ccc(NC(=O)c3cccs3)cc2)n1	25.1%	13.0%	13.8%	1.0%	-2.5%
Cc1ccccc1NC(=O)/C(C#N)=C/c1ccc(-c2ccc(Cl)c(C(=O)O)c2)o1	12.5%	0.9%	6.8%	6.8%	-9.2%
COc1cc(/C=N/n2c(-c3ccccc3)n[nH]c2=S)cc(OC)c1O	-6.9%	3.6%	-4.0%	1.2%	4.8%
CC(Sc1ncccn1)C(=O)Nc1ccc2c(c1)OCCO2 (centres undefined)	/	3.2%	/	3.1%	/
Cn1cc(C(=O)NCc2ccccc2F)cn1	13.9%	-2.7%	9.5%	i	-1.1%
COC(=O)CCCNC(=O)CN1CC(c2ccccc2)CC1=O (centres undefined)	-18.2%	-4.1%	-9.0%	1.1%	16.8%
CCCOc1ccc(NC(=O)Cc2ccc(S(=O)(=O)N3CCOCC3)s2)cc1OCCC	9.5%	-12.5%	5.2%	5.5%	7.9%
CCOC(=O)c1cc2c(nc1N)CC(C)(CC)OC2 (centres undefined)	18.0%	-11.2%	2.4%	0.7%	-6.6%
C=CCn1c(C#N)c(N)sc1=N	-3.9%	8.3%	-3.2%	1.2%	14.7%
Cc1ccc(S(=O)(=O)n2ccc3cccnc32)cc1	-2.1%	-3.0%	-4.0%	4.8%	-4.8%
CCC(=O)Nc1sc2c(c1C#N)CC(C)(C)NC2(C)C	-14.2%	4.8%	-1.8%	0.7%	0.1%
O=S(=O)(c1ccc(Cl)cc1)N1CCN(Cc2cccnc2)CC1	-2.5%	5.0%	3.2%	i	6.6%
O=C1NC[C@H](Cc2ccc(O)cc2)N(CCc2cccc3ccccc23)C1=O	7.7%	7.5%	-1.6%	0.1%	-4.8%
COc1ccccc1C(=O)NC(=O)COC(=O)c1cccc(NC(C)=O)c1	-1.5%	0.2%	-10.2%	2.9%	-2.1%
O=C1CCCN1CCCNS(=O)(=O)c1ccc(Cl)c(C(=O)N2CCOCC2)c1	-1.9%	4.8%	-12.8%	i	-4.7%
CCN(CC)CCN(C(=O)c1ccc2ccccc2c1)c1nc2cc3c(cc2s1)OCO3	5.6%	8.9%	-9.0%	0.1%	-12.2%
O=C(Nc1cccn2ncnc12)c1ccc(Cl)cc1Cl	-11.0%	-4.1%	-4.8%	1.8%	0.2%

Screens from PubChem BioAssay.
